KOR beta-arrestin-1: KOR agonists, beta-arrestin recruitment, primary screen, cell-based, luminescence, uHTS (AID 1777); activation, % at 10 µM; hits with a dose series show EC50 in µM; KOR beta-arrestin recruitment, luminescence; higher % means a stronger effect; hit rate 0.02% among 280,000; in the data active means activation above about 50%, passing the limit was not always enough; further: a part of the inactive calls stands beside numbers as strong as those of hits
GPR35 arrestin U2OS: inhibition of zaprinast-stimulated GPR35 beta-arrestin translocation – imaging, U2OS, beta-arrestin-GFP, zaprinast agonist, primary screen (AID 2058); inhibition, % at 10 µM, or IC50 in µM where a hit was titrated; hit rate 0.052% among 290,000; U2OS GPR35 beta-arrestin-GFP translocation imaging, zaprinast antagonism; higher % means a stronger effect;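 active means inhibition of at least 50% with at least 30 cells and total cytoplasm GFP at most 10,000,000; inconclusive means under 30 cells or total GFP of 10,000,000 plus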
GPR55 antagonists: inhibition of LPI-stimulated GPR55 beta-arrestin translocation – imaging, U2OS, beta-arrestin-GFP, LPI agonist, primary screen (AID 2013) | U2OS GPR55 beta-arrestin-GFP translocation imaging, LPI antagonism; higher % means a stronger effect | inhibition, % at 10 µM, or IC50 in µM where a hit was titrated | hit rate 0.13% among 290,000;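 active means spots per cell inhibited over 60%, with over 100 cells counted and total cytoplasm intensity under 500,000; inconclusive means wells with under 100 cells, flagged as likely toxic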;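 further: U2OS cells stably carrying GPR55 and arrestin-GFP stimulated by 5 µM LPI near EC80; imaged beta-arrestin-GFP aggregate spots per cell after agonist stimulation; plate controls were LPI-stimulated DMSO wells for no effect and DMSO wells without LPI for full effect; some results filed as inactive read as strong as hits; confirmed hits need IC50 under 10 µM and bright autofluorescent wells are also inconclusive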
GPR55 activation: GPR55 agonists via beta-arrestin recruitment, primary screen, imaging, U2OS cells, beta-arrestin-GFP redistribution (AID 1961); U2OS GPR55 beta-arrestin-GFP redistribution imaging; higher % means a stronger effect; one-dose activation, % at 10 µM; EC50 in µM for titrated hits; hit rate 0.048% among 290,000;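 active means activation above 40% with more than 50 cells counted in the well; inconclusive means wells holding fewer than 50 cells, flagged as toxic or sparse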;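 further: U2OS osteosarcoma cells stably expressing GPR55 and beta-arrestin-GFP; plate controls were DMSO negative control for no effect and LPI positive control for full effect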
Salmonella PhoP GFP: PhoP-dependent GFP reporter repression – Salmonella Typhimurium, primary screen (AID 1863); one-dose inhibition, % at 50 µM; IC50 in µM for titrated hits; S. Typhimurium PhoP-regulated promoter GFP reporter, 4 h; higher % means a stronger effect; hit rate 0.16% among 300,000;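 active means inhibition over 29.93%, a cutoff 3 SD above the screen mean, later confirmed by dose response; inconclusive means inhibition over 29.93% but no dose response follow-up; inactive means inhibition at most 29.93% or unconfirmed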;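 further: 0% = low Mg2+ inducing control and 100% = high Mg2+ repressing control; strong numbers were not always called active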
West Nile virus CPE: West Nile virus antiviral activity, cell-based, CPE readout (AID 1621); West Nile virus-infected cells, CPE inhibition; higher % means a stronger effect; CPE inhibition, % at 10 µM; hits with a dose series show IC50 in µM; hit rate 0.02% among 290,000; in the data active means a potency from the dose series; inconclusive means CPE inhibition mostly from about 3.7% at the one dose, without a potency; inactive means the rest, 99 in 100 with CPE inhibition below about 2.2%; further: strong numbers were not always called active
T cell modulator: T cell immune modulation candidate; 2C CD8+ T cell-vesicle binding, flow cytometry; hits give low values; calls only at 7 µM; hit rate 0.068% among 330,000;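 active means response, share of CD8 T cells binding vesicles, and their 90th percentile fluorescence all below set limits, cut at about 80% in these data, passing the limit was not always enough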
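incubation = binding step 1.5 h, 37 °C, antibody labelling 20 min, ice | test system = 2C mouse CD8+ T cells | read-out basis = percent CD8+ FL2 mean versus row control | controls = Peptide-free naked vesicles (low) and QL9 vesicles with 0.7% DMSO vehicle (high) | detection = flow cytometry of vesicle-bound cells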
NTR1 ag: agonists of NTR1, primary screen, imaging, U2OS cells, beta-arrestin-GFP, high content (AID 493036) | activation, % at 20 µM | P30989 | NTR1-U2OS beta-arrestin-GFP spot imaging, agonist mode | hit rate 0.17% among 330,000;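 active means activation at or above 40% of the spot to cytoplasm intensity ratio, with at least 20 cells analyzed; inconclusive means wells under 20 cells, flagged as cytotoxic or low count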;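 further: 0% = DMSO without peptide and 100% = 100 nM NTR1 peptide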
Target sequence (P30989 whole entry, looked up): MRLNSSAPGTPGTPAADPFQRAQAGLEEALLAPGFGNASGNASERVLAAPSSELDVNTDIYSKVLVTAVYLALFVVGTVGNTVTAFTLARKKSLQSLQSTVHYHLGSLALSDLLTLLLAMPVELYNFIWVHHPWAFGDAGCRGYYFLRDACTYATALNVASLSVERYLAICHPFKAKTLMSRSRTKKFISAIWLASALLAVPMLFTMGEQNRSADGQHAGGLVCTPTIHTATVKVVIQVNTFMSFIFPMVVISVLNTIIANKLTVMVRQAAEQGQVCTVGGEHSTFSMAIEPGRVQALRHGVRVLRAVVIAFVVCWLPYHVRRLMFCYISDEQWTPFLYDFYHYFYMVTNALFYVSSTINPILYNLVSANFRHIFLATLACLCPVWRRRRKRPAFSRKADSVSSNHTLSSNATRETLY
KOR beta-arrestin-2: kappa opioid receptor blockers – cell-based, luminescence, uHTS (AID 1778). KOR beta-arrestin recruitment, luminescence, antagonist mode; higher % means a stronger effect. inhibition, % at 10 µM; hits with a dose series show IC50 in µM. hit rate 0.091% among 290,000; in the data active means inhibition above about 50%; further: strong numbers were not always called active
T cell modulator vesicle-bound %: also measured in T cell modulator; calls as there; double positive events, %; measured here: CD8+ vesicle-bound cell fraction;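 binding gate set so that unloaded-vesicle control wells show 10% double positive cells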
NTR1 ag cell count 20 µM: recorded beside NTR1 ag, whose call it bears; cell count; measured here: cell count, cytotoxicity flag
* = called active by the depositor; i = inactive; ? = inconclusive; . = not tested or not shown; [ ] = dose if it differs, or a comment. No enrichment for hits, and some 0.62% of all compounds hit somewhere here.

SMILES | KOR beta-arrestin-1 | GPR35 arrestin U2OS | GPR55 antagonists | GPR55 activation | Salmonella PhoP GFP | West Nile virus CPE | T cell modulator | T cell modulator vesicle-bound % | NTR1 ag | NTR1 ag cell count 20 µM | KOR beta-arrestin-2
CCCCN(CC)C(=O)C1CCC(CNS(=O)(=O)c2cccc3nsnc23)CC1 (stereo unspecified) | 4.2% | 6% | -8% | -0.1% | 4% | -0.1% | i | 23 | 1.5 | 67 | -32%
Cc1cc(C(F)(F)F)c2c(N)c(C(=O)NC3CC3)sc2n1 | -0.5% | -17% | 8% | -0.1% | 2% | 1.3% | i | 32 | -0.2 | 36 | -20%
COc1cc(NC(=O)NCCN2CCN(c3ccccc3)CC2)cc(OC)c1OC | -3.0% | 4% | 1% | 0.0% | 13% | -0.9% | i | 40 | 0.7 | 42 | 10%
C=CCNC(=O)c1ccc(-c2nc(-c3ccccc3)cs2)cc1 | 2.7% | 6% | -3% | -0.3% | -2% | -0.1% | i | 25 | 2.0 | 81 | -14%
Cc1cccc(C)c1NC(=O)Cc1cccs1 | -0.3% | -5% | -1% | -0.3% | -4% | -0.5% | i | 61 | 0.1 | 54 | -28%[20 µM]
CCC(C)[C@H](NS(=O)(=O)c1ccc(C)cc1)C(=O)N1CCC(C(=O)N2CCC(C(=O)OC)CC2)CC1 (stereo partly specified) | -3.6% | 6% | 8% | 1.0% | 0% | -0.3% | i | 43 | -2.7 | 109 | -73%[20 µM]
O=C(CSc1nc(-c2ccccc2)c(-c2ccccc2)[nH]1)Nc1nccs1 | 4.9% | -9% | 3% | 0.6% | 3% | 1.9% | i | 53 | 7.6 | 80 | -28%
COc1ccccc1NC(=O)C1CCN(S(=O)(=O)c2ccc3c(c2)NC(=O)CO3)CC1 | 2.9% | 4% | 3% | 0.2% | 4% | 0.4% | i | 32 | -1.0 | 44 | -9%
Cc1nc([N+](=O)[O-])c(Br)n1CC(=O)c1ccc(Cl)cc1 | -1.0% | 29% | -3% | 0.3% | -3% | 15% | i | 40 | 6.3 | 58 | -19%
CN(C)c1ccnc2sc(C(N)=O)c(N)c12 | -2.5% | 1% | -8% | 0.0% | -10% | -0.1% | i | 17 | 0.7 | 54 | -4%
CCc1ccc2nc(N(CCN(C)C)C(=O)c3ccc4ncsc4c3)sc2c1 | -1.7% | 7% | 4% | -0.1% | 8% | -0.1% | i | 35 | 0.1 | 52 | 0%
O=C(Cc1cccs1)NCc1cccnc1 | -0.8% | -4% | 20% | -0.1% | 12% | -0.2% | i | 19 | -2.1 | 84 | 27%
CC1CCN(CCCNC(=O)CN2C(=O)CSc3ccc(S(=O)(=O)N4CCCCC4)cc32)CC1 | -7.5% | 9% | 18% | 0.2% | -3% | -0.3% | i | 14 | -0.2 | 78 | 3%
Cc1ccc(-n2c3c(c(=O)[nH]c2=S)C(C(F)(F)F)(C(F)(F)F)NC(=O)N3)cc1 | 6.5% | 22% | -19% | 0.2% | -10% | -0.1% | i | 11 | 2.0 | 59 | -19%
Cc1c(Cl)cccc1NC(=O)NCc1ccccn1 | -0.8% | 22% | 2% | 0.4% | -2% | -0.6% | i | 8 | -0.5 | 47 | -1%
Cc1cc(C(=O)NCC(=O)Nc2c(C)cccc2C)c(C)o1 | -2.6% | 12% | 8% | -0.1% | 8% | 0.3% | i | 25 | 0.0 | 62 | -2%
O=C(Cc1cccs1)Nc1ccc(Cl)cc1 | -1.1% | -10% | 5% | 0.8% | 9% | -0.2% | i | 30 | -1.9 | 56 | 6%
O=C(NNC(=S)Nc1ccc(F)cc1)C1[C@H]2CCCC[C@@H]12 (stereo partly specified) | 4.3% | -3% | 2% | -0.1% | -10% | 0.0% | i | 21 | 0.4 | 58 | -31%
CC(C)C(=O)NC(=S)Nc1ccc(S(=O)(=O)Nc2ccccc2)cc1 | 1.7% | 4% | 9% | 0.0% | ? | -0.8% | i | 46 | 0.5 | 28 | 15%
COC(=O)c1ccc(CN2C(=O)NC(c3ccccc3)(c3ccccc3)C2=O)o1 | -1.6% | 8% | 10% | 0.2% | 2% | -0.4% | i | 34 | 0.1 | 50 | 12%
O=C(OCc1ccc(F)cc1)c1cccnc1Cl | 0.1% | -14% | 12% | -0.1% | 2% | 0.1% | i | 16 | -0.5 | 50 | -21%
CC(C)c1ccc(NC(=O)c2cc(Br)ccc2Br)cc1 | -5.4% | 8% | -1% | 0.0% | 2% | -0.5% | i | 36 | 5.0 | 56 | -55%[20 µM]
CCOC(=O)C(=CNc1cc(C)ccc1C)C(=O)OCC | -2.0% | 7% | 1% | 0.2% | -12% | . | i | 46 | 2.6 | 72 | -10%
COc1cccc(-c2csc3nnc(SCC(=O)c4ccc(NC(C)=O)cc4)n23)c1 | -2.6% | -10% | -5% | -0.1% | -3% | 1.0% | i | 41 | 1.7 | 69 | 44%
COc1ccc(NC(=O)c2cnc3n(c2=O)CCS3)cc1OC | 5.3% | -7% | 13% | 0.3% | -4% | -0.1% | i | 26 | -1.1 | 102 | 23%
COc1ccc(OCC(=O)Nc2ccc(NC(=O)c3ccccc3Cl)c(OC)c2)cc1 | -0.8% | 10% | 12% | 0.0% | -3% | 0.0% | i | 17 | -0.5 | 66 | 42%
CSc1nc(N)nc(SCC(=O)c2ccccc2)c1C#N | 3.1% | -7% | 3% | 0.3% | -1% | 0.6% | i | 2 | 4.2 | 41 | -23%
Cc1ncc(CN2CCCC(C(=O)Nc3ccc(-n4ccnc4C)cc3)C2)cn1 (stereo unspecified) | 11% | 10% | 4% | -0.1% | 0% | 0.0% | i | 16 | -0.6 | 63 | 3%
CN(C)CC#CCC(O)(c1ccccc1)c1ccccc1 | 3.2% | 11% | 4% | -0.3% | . | 0.1% | i | 30 | 2.4 | 54 | 14%
N#CCCN/N=C(/Cc1nc2ccccc2[nH]1)c1ccc(Cl)cc1 | -0.1% | 2% | 6% | -0.1% | 8% | 0.1% | i | 54 | -0.3 | 46 | -13%
Nc1nc2c(c3c1c(=O)oc1ccccc13)CCCCC2 | -3.9% | 3% | 4% | -0.2% | 6% | -0.2% | i | 48 | 4.6 | 50 | -32%
COc1cccc(-n2c(SCC(=O)Nc3cc(C)on3)nc3c([nH]c4ccccc43)c2=O)c1 | -2.4% | 3% | 8% | 0.6% | 1% | 0.1% | i | 52 | 0.3 | 103 | 8%
COc1ccc(CN2C(=O)c3ccccc3C2=O)cc1C(=O)Nc1ccccc1N1CCOCC1 | -0.8% | 4% | 3% | 0.2% | 1% | -0.3% | i | 17 | 0.5 | 54 | 30%
CCCOC(=O)Nc1nnc(CCC)s1 | 6.2% | 9% | -3% | -0.2% | -7% | 0.3% | i | 28 | -0.7 | 77 | -35%
CC(Cc1cccnc1)NC(=O)c1cc(COc2c(F)cccc2F)on1 (stereo unspecified) | 1.2% | 6% | 7% | -0.1% | 1% | -0.8% | i | 76 | 1.4 | 75 | 3%
CCC(CC)C(=O)c1c[nH]c(C(=O)NC2CCCCCC2)c1 | -3.5% | -12% | 8% | -0.1% | 1% | -0.1% | i | 9 | 0.8 | 65 | 18%
COc1ccc(N2CCC(CNC(=S)Nc3c(C)cc(C)cc3C)C2)cc1 (stereo unspecified) | 1.0% | 1% | -5% | 0.0% | -2% | -0.5% | i | 12 | 0.7 | 55 | 11%
O=C(CN1CCSCC1)N/N=C/c1ccc(Cl)cc1 | -4.2% | 6% | 6% | -0.1% | 8% | 0.2% | i | 55 | 0.5 | 48 | 5%[20 µM]
CC(=O)Nc1ccc(S(=O)(=O)N(C)Cc2cnn(C)c2)cc1 | 8.8% | 3% | 4% | -0.1% | 1% | -0.1% | i | 70 | -0.1 | 49 | -18%
O=C(c1cc(-c2ccccn2)nc2c(Cl)cccc12)N1CCN(S(=O)(=O)c2ccccc2)CC1 | 3.9% | -1% | ? | -0.3% | -2% | -0.3% | i | 34 | 3.7 | 53 | -30%
CCOC(=O)c1cc(-c2nnc(SCC(=O)Nc3ccc(F)cc3)o2)c(C)nc1C | 1.7% | -5% | -1% | -0.1% | 10% | 0.1% | i | 14 | 1.2 | 59 | 13%
Cc1cccc(C)c1NC(=S)N/N=C/c1ccccc1C(=O)O | 9.9% | 2% | 4% | 0.4% | -8% | 0.3% | i | 41 | 0.1 | 60 | 5%
CC(C)(C)n1nnnc1C(c1ccc(F)cc1)N1CCN(Cc2ccc3c(c2)OCO3)CC1 (stereo unspecified) | -4.1% | -14% | 23% | 0.8% | 1% | -0.8% | i | 25 | -1.4 | 84 | -26%
CCOC(=O)c1ccc(NC(=O)COc2ccc(S(=O)(=O)NC(C)(C)C)cc2)cc1 | 6.1% | 4% | -10% | -0.4% | 0% | 0.2% | i | 57 | 0.7 | 56 | -17%
Cc1cc(NC(=O)c2cnn3cccnc23)no1 | -3.8% | 13% | 18% | 0.3% | 29% | 0.5% | i | 46 | 1.4 | 43 | -2%
O=C(NCc1ccc(-c2csnn2)cc1)C1CC1 | -0.1% | 0% | 7% | -0.1% | -7% | 0.0% | i | 6 | -0.7 | 63 | 33%
O=C1CCCC2=C1C(c1ccc(O)cc1)c1c(ccc3ccccc13)N2 (stereo unspecified) | -3.5% | 1% | -1% | 0.2% | 7% | -0.3% | i | 44 | -0.1 | 102 | -9%
O=C(c1cnn2c(C(F)(F)F)cc(-c3cccs3)nc12)N1CCOCC1 | -8.4% | -4% | 4% | -0.1% | 1% | 0.3% | i | 45 | 0.1 | 34 | -26%
COc1ccc(CNC(=O)Cc2c[nH]c3ccccc23)cc1OC | -3.8% | -8% | 17% | 0.0% | 5% | -0.8% | i | 42 | -0.8 | 72 | -12%
CC(C)NC(=S)N/N=C/c1ccc2c(c1)OCCO2 | 0.6% | 5% | 7% | 0.7% | 19% | 0.5% | i | 32 | 0.4 | 67 | -7%
CCN1CCCC1CN(Cc1cc2ccc(C)cc2[nH]c1=O)C(=S)Nc1ccccc1OC (stereo unspecified) | -1.2% | 8% | 2% | 0.0% | -7% | 0.0% | i | 33 | 1.0 | 56 | -22%
